Assay outcomes from PubChem BioAssay.
BRCA1 expr up – increases BRCA1 expression; MCF7-BRCA1-FFLuc reporter, luminescence, 48 h; response scale: scaled: vehicle 0%, 10 µM genistein 100%; AID 624202; 380,000 tested, 1.1% active; Potency, µM (top dose mostly 46.1 µM), for the others: top-dose activation, most hits filed as activators; also: potency is read from the fitted curve at half-maximal effect; nearly all actives have a fitted effect of over 80% in size; some results filed as inactive show a strong effect at the top dose
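MCF7-BRCA1-FFLuc cells, 2000/well in phenol-red-free MEM, attached 2 h then treated 48 h at 37 C. Luciferase luminescence read 15 min after reagent; normalized to genistein maximum activation (10microM) and DMSO, concentration-response fitted.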
ELG1 genotox – inducers of genotoxicity in HEK293T ELG1-luciferase cells; HEK293T ELG1-luciferase reporter, luminescence, 16 h; Potency, µM (series often up to 46 µM), for the others: at the top dose activity change, positive = activation, hits mostly activators; 330,000 tested, 1.3% active; AID 504466; also: potency is read from the fitted curve at half-maximal effect; % of control where 0% means no effect; nearly all actives have a fitted effect of over 60% in size
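Genotoxic stress is detected as increased luminescence from luciferase-tagged ELG1 in HEK293T cells, measured with ONE-Glo after a 16 hr treatment at 37 °C.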
USP2a block – inhibitors of human ubiquitin-specific protease USP2a. O75604. USP2 core, Ub-CHOP2 coupled fluorogenic reporter, 485/531. Potency, µM (top dose mostly 38.3 µM), for the others: top-dose activity change, negative = inhibition, most hits filed as inhibitors. 330,000 tested, 0.01% active. AID 463254;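 also: potency is read from the fitted curve at half-maximal effect; plate controls were DMSO wells for no effect and full inhibition by NEM control for full effect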
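Deubiquitinase activity read as fluorescence (485/531 nm) after Ub-CHOP2 cleavage activates the enterokinase reporter on its substrate; USP2 core 10nM, Ub-CHOP2 and substrate 25nM each, 30min compound preincubation then 60min RT; data normalized to NEM, curves fitted.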
S-ASM inh – inhibitors of human secretory acid sphingomyelinase. placental ASM, HMU-PC fluorogenic substrate, 60 min. AID 504937. Potency, µM (doses to about 57.5 µM), without a hit: at the highest dose activity change, negative = inhibition, actives largely listed as inhibitors. 340,000 tested, 0.006% active; also: potency is read from the fitted curve at half-maximal effect
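Human placenta-derived ASM preincubated with compound 10 min at room temperature, then reacted with 9 uM (final) fluorogenic HMU-PC substrate for 60 min at 37 C. Stop solution raises pH to 10; fluorescence read at Ex 386/Em 447 nm.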
PTAP TSG101 blk – blocks PTAP/TSG101 interaction to inhibit HIV-1 budding; Q99816; Fluorescence polarization, FITC-PTAP peptide / Tsg101 binding; Potency, µM (doses to about 115 µM), for inactives: at the top dose activity change, negative = inhibition, actives largely listed as inhibitors; 340,000 tested, under 10 active; AID 493005; active = well fitted inhibition curve with a large enough effect in the main read-out, with a control signal flat, not every such curve was filed as active; inconclusive = small, poorly fitted or top-dose-only effect, or effect the other way, or a change in a side signal; inactive = no such curve, though single readings can be large or run the other way; also: potency is read from the fitted curve at half-maximal effect; % of control where 0% means no effect
Target sequence (Q99816 whole entry, looked up): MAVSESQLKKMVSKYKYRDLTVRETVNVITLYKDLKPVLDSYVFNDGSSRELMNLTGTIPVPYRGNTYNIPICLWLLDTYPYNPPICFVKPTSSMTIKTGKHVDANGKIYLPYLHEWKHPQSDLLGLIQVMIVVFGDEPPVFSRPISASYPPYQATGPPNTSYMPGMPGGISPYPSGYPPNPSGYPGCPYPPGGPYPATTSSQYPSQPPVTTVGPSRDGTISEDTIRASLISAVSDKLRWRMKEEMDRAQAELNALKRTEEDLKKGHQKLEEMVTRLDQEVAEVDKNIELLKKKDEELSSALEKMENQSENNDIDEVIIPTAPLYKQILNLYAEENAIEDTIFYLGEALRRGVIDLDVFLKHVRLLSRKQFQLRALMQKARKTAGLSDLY
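FP read-out: FITC-PTAP peptide, 50 nM final, binding Tsg101 binding domain, 10 uM final; 20 min, r.t.; 10 mM HEPES pH 7.5, 0.15 M NaCl, 0.01% Tween 20, 3 mM EDTA, 0.1 mM TCEP.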
a7 integrin act – integrin-mediated muscular dystrophy alleviation activation. alpha7betagal myoblasts, beta-gal FDG fluorescence, 48 h. Potency, µM (highest dose often 38.3 µM), without a hit: at the highest dose activation, hits mostly activators. 350,000 tested, 0.064% active. AID 624291;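 also: potency is read from the fitted curve at half-maximal effect; 100% = response of the positive control SU9516; nearly all actives have a fitted effect of over 60% in size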
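alpha7betagal+/- myoblasts (passage 13, 250/well) treated 48 h at 37C with compounds at 1:260 dilution of DMSO stock. Lysed, then beta-galactosidase activity read as FDG fluorescence (ex 480/em 540) after 30 min, with pre-read for autofluorescence.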
uPA generation – blocks generation of uPA at the cell surface | cell surface uPA generation assay, qHTS | Potency, µM (doses to about 38.3 µM), without a hit: top-dose activity change, negative = inhibition, hits mostly inhibitors | 330,000 tested, 0.31% active | AID 540303; active = well fitted inhibition curve with a large enough effect; inconclusive = small, poorly fitted or top-dose-only effect; inactive = no such curve, though single readings can be large or run the other way; tested in mouse RAW 264.7 cells; also: potency is read from the fitted curve at half-maximal effect; % is scaled to controls: 0 for no effect and ±100 for the full control effect; nearly all actives have a fitted effect of over 55% in size
Eya2 phos inh – blocks the phosphatase activity of human Eya2. recombinant Eya2, OMFP fluorescence dephosphorylation (OMFP is methylfluorescein phosphate). 330,000 tested, 0.006% active. Potency, µM (series often up to 76.9 µM), inactives show at the top dose activity, negative = inhibition, usual class: inhibitors; also: potency is read from the fitted curve at half-maximal effect; % is scaled to controls: 0 for no effect and ±100 for the full control effect
Target sequence (O00167 whole entry, looked up): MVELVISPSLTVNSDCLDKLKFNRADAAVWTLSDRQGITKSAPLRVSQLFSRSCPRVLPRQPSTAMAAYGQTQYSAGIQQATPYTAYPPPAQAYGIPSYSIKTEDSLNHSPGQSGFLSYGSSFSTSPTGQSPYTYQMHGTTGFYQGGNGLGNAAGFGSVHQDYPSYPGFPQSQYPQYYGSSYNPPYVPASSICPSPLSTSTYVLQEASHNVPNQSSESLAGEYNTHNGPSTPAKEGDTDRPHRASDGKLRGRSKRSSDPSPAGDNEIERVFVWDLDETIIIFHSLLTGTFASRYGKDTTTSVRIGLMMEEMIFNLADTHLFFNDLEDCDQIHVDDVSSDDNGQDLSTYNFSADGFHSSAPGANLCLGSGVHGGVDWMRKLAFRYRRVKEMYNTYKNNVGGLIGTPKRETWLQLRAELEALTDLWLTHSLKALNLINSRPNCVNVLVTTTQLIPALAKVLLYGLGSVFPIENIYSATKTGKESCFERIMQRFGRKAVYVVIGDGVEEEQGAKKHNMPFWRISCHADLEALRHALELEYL
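Eya2 protein (added as 0.2 uM solution) was preincubated with compound for 10 min at ambient temperature in 50 mM HEPES pH 7.5, 50 mM NaCl, 5 uM MgCl2, 0.05% BSA, 1 mM DTT. OMFP (added at 50 uM) then reacted 10 min; fluorescence read at 485/525 nm.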
p53 reactivation – re-activators of mutant p53. Potency, µM (highest dose often 92.2 µM), inactives show at the highest dose activity change, positive = activation, hits mostly activators. H1299 p53-A138V BP100-luciferase reporter, luminescence, 24 h. 320,000 tested, 0.063% active; also: potency is read from the fitted curve at half-maximal effect; % of control where 0% means no effect; nearly all actives have a fitted effect of over 45% in size
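H1299 (p53-null), stable ts p53-A138V + BP100-Luc; 1000 cells/well, Opti-MEM/10% FBS; cpd 4 pt, 1:5; 24 h, 37 deg C, 5% CO2; detection reagent 10 min RT; luminescence.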
TRPV1 agonist – activates the human vanilloid receptor TRPV1; TRPV1-expressing cells, Fluo-8 calcium influx, agonist mode; 320,000 tested, 0.19% active; activation, % at 8.33 µM; in the data active = activation above about 80%; inconclusive = between about 30% and that limit; also: 0% is about no effect
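TRPV1-expressing cells were cultured overnight at 35.5C and loaded with Fluo-8 calcium dye for 40 to 90 min at room temperature. After a 10 s baseline, compound was added and calcium influx was read kinetically for 3 min (ex 480/em 520 nm).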
B2AR arrestin – agonists driving beta-arrestin recruitment to human beta2-adrenergic receptor. P07550. beta-arrestin recruitment to beta2AR, cell-based reporter. Potency, µM (highest dose often 46.1 µM), for the others: top-dose activation, actives largely listed as activators. 330,000 tested, 0.02% active. AID 492947;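 also: potency is read from the fitted curve at half-maximal effect; 0% = DMSO controls and full agonism = EC100 isoproterenol or metaproterenol; nearly all actives have a fitted effect of over 65% in size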
The depositor's hits bear a star; ? = inconclusive; · = not tested or not shown; [ ] = remark or other dose. Unless noted, calls follow the shape of the dose curve; as a rule, active = well fitted curve in the direction sought with a large enough effect; inconclusive = small, poorly fitted or top-dose-only effect, or another doubt; inactive = no such curve, though single readings can be large; an effect the other way counts as inactive or inconclusive. Compounds as they come. Share with any hit: about 2.6%.

Under each structure – BRCA1 expr up	ELG1 genotox	USP2a block	S-ASM inh	PTAP TSG101 blk	a7 integrin act	uPA generation	Eya2 phos inh	p53 reactivation	TRPV1 agonist	B2AR arrestin
- COc1ccc(C(=O)C2CCCN(Cc3cccn3-c3ccccn3)C2)cc1F (stereo not given)
 : -19%	-6%	3%	1%	-1%	0%	-3%	-1%	-4%	-2	-0.4%
- C/C(=N\NC(=O)c1ccn(C)n1)c1ccc(NC(=O)C2CCCC2)cc1
 : 2%	-1%	5%	-1%	0%	7%	-3%	-7%	6%	17	-1.5%
- Cc1ccc(NC(=S)N2CCC(C(N)=O)(N3CCCCC3)CC2)c(C)c1
 : 6%	5%	0%	-1%	-7%	16%	9%	6%	-1%	-3	0.1%
- CCCCc1nnc(SC(C)C(=O)Nc2nccs2)n1C (stereo not given)
 : -7%	1%	2%	1%	-1%	10%	9%	4%	?	2	0.5%
- COc1ccc(/C=N/NC(=O)c2ccc3c(c2)OCO3)cc1
 : 38%	10%	7%	1%	-1%	11%	?	10%	3%	?	0.0%
- COc1ccc(N2CCN(C(=O)CSc3nnc(Cn4nnc5ccccc54)n3C)CC2)cc1
 : -11%	1%	4%	-3%	-5%	-15%	8%	-23%	-5%	25	-0.3%
- CN(Cc1ccccc1)c1c([N+](=O)[O-])c(=O)n(C)c2ccccc12
 : -10%	-9%	1%	-18%	-8%	-23%	-11%	6%	1%	4	-0.6%
- O=c1[nH]ncc(N2CCCCC2)c1Cl
 : -2%	3%	3%	2%	-3%	11%	1%	1%	-2%	0	-0.2%
- Cc1cc(SCC(=O)N2CCCC2=O)nc2c(C)cccc12
 : 0%	15%	1%	-2%	2%	20%	3%	6%	-1%	15	-0.4%
- COc1ccc(OCCCC(=O)Nc2ccc(N3CCOCC3)cc2)cc1
 : -5%	1%	2%	-1%	-5%	16%	-5%	-28%	-5%	25	-1.0%
- CSc1nsc(SC)c1C(N)=O
 : 3%	-5%	3%	5%	-5%	-13%	-24%	10%	0%	1	5.9%
- CN1C2C=C3C(C#N)=C(N)C(C#N)(C#N)[C@@H](c4ccsc4)[C@@H]3C1CC2 (stereo not given in full)
 : 1%	4%	1%	44%[activator]	-3%	-7%	-1%	17%	4%	0	0.0%
- CCCN1CCc2c(sc(NC(=O)c3ccc(S(=O)(=O)N(C)c4ccccc4)cc3)c2C(N)=O)C1
 : -43%	10%	1%	5%	?	-16%	-27%	3%	?	28	-0.4%
- CSCCC(NS(=O)(=O)c1ccc(Cl)cc1)C(=O)OCC(=O)N1CCOCC1 (stereo not given)
 : -1%	-2%	5%	5%	-7%	18%	2%	-4%	27%	-4	-0.5%
- CC(C)(C)c1ccc(C(=O)NCCC(=O)N2CCN(c3ncccn3)CC2)cc1
 : 12%	-1%	2%	5%	0%	-11%	3%	-4%	-7%	0	0.2%
- O=C1NC(=O)C(c2ccccc2)(c2ccc(Cl)cc2Cl)N1 (stereo not given)
 : -24%	·	·	0%	-3%	-4%	3%	·	·	·	·
- CCOc1ccc(-n2c(SC(C)C(=O)OC)nc3c(c2=O)SCC3)cc1 (stereo not given)
 : -4%	·	·	-1%	-3%	-8%	3%	·	·	·	·
- O=C1/C(=C/c2ccc([N+](=O)[O-])cc2)C=C(c2ccccc2)N1c1ccccc1
 : 2%	3%	1%	7%	-2%	14%	5%	-20%	-11%	-2	-0.5%
- Cn1nc(-c2ccccn2)nc2c(=O)n(C)c(=O)nc1-2
 : -100%	-10%	16%	4%	-4%	-64%[inhibitor]	?	-19%	-13%	1	-0.2%
- CCN(CC(=O)NCc1ccc(F)cc1)C(=O)c1ccc(Cl)cc1
 : 1%	-4%	0%	0%	-5%	20%	3%	9%	1%	8	0.1%
- Cc1cc(C)nc(N2CCCC(C(=O)NC3CC3)C2)n1 (stereo not given)
 : 1%	-6%	2%	0%	-6%	-38%	-2%	3%	-4%	1	-0.7%
- C#CCOCCOCCOCCNc1nc(N2CCN(C(=O)[C@H]([C@@H](C)CC)n3cc([C@@H](N)Cc4ccc(O)cc4)nn3)CC2)nc(N2CCN(C(=O)[C@H](CCCCN)n3cc([C@@H](N)C(C)CC)nn3)CC2)n1 (stereo not given in full)
 : 13%	3%	2%	8%	-1%	23%	5%	-2%	5%	2	-0.9%
- COc1ccc(-c2cc(C(=O)Nc3cc(C)on3)no2)cc1
 : 15%	17%	4%	0%	-7%	14%	-6%	0%	7%	2	-0.5%
- CCN1C(=O)/C(=C/C=C2/Sc3ccc4ccccc4c3N2CCO)SC1=S
 : -4%	0%	1%	3%	0%	-18%	4%	-3%	-1%	3	-0.2%
- O=C(Nc1ccc(Cl)c([N+](=O)[O-])c1)c1cnccn1
 : 2%	1%	0%	-6%	-5%	9%	-1%	-4%	8%	23	-0.5%
- CCN1CCN(c2ccc(S(=O)(=O)N3CCOCC3)cc2NC(=O)c2ccc(Cl)s2)CC1
 : -2%	-1%	2%	·	0%	-11%	-15%	10%	8%	-2	-0.1%
- O=C(CSc1nc2ccccc2o1)N1c2ccccc2Sc2ccc(C(F)(F)F)cc21
 : -43%	-7%	-5%	-5%	-3%	-20%	-5%	-4%	2%	5	-0.8%
- COCC(=O)NC(c1ccccc1)c1ccccc1
 : 0%	0%	3%	3%	-11%	1%	7%	12%	-19%	0	-0.3%
- Cc1cc(C)cc(Nc2cc(=O)n(C3CCCCC3)c(=O)[nH]2)c1
 : -63%	-3%	0%	-2%	-1%	-1%	4%	-5%	-11%	-2	0.2%
- COc1ccc(C(=O)Nc2ccc3oc(Cc4ccc(Cl)cc4)nc3c2)cc1OC
 : -25%	-24%	0%	-10%	-3%	6%	10%	2%	3%	11	1.5%
- COc1cc(CNC(=O)CCC(=O)N2C[C@H]3C[C@H](C2)c2cccc(=O)n2C3)cc(OC)c1OC
 : 2%	-6%	-1%	5%	0%	-10%	4%	1%	6%	-1	-1.0%
- CCOc1ccccc1N1CCN(S(=O)(=O)c2ccc3c4c(cccc24)C(=O)N3)CC1
 : -21%	-3%	3%	-16%	-4%	-14%	-2%	-5%	-11%	0	-0.3%
- CC1CCN(S(=O)(=O)c2ccc3c(c2)oc(=O)n3CC(=O)NCc2ccc3c(c2)OCO3)CC1
 : -3%	-15%	-7%	-2%	-4%	0%	-28%	0%	-22%	?	0.0%

Reformatted with each value named: two of the compounds above
> COc1ccc(C(=O)Nc2ccc3oc(Cc4ccc(Cl)cc4)nc3c2)cc1OC
  BRCA1 expr up = -25%	ELG1 genotox = -24%	USP2a block = 0%	S-ASM inh = -10%	PTAP TSG101 blk = -3%	a7 integrin act = 6%	uPA generation = 10%	Eya2 phos inh = 2%	p53 reactivation = 3%	TRPV1 agonist = 11	B2AR arrestin = 1.5%
> COc1cc(CNC(=O)CCC(=O)N2C[C@H]3C[C@H](C2)c2cccc(=O)n2C3)cc(OC)c1OC
  BRCA1 expr up = 2%	ELG1 genotox = -6%	USP2a block = -1%	S-ASM inh = 5%	PTAP TSG101 blk = 0%	a7 integrin act = -10%	uPA generation = 4%	Eya2 phos inh = 1%	p53 reactivation = 6%	TRPV1 agonist = -1	B2AR arrestin = -1.0%

Fetched by structure from the entries so far, 2 records:
Under each structure – BRCA1 expr up	ELG1 genotox	USP2a block	S-ASM inh	PTAP TSG101 blk	a7 integrin act	uPA generation	Eya2 phos inh	p53 reactivation	TRPV1 agonist	B2AR arrestin
- Cc1cc(C)nc(N2CCCC(C(=O)NC3CC3)C2)n1 (stereo not given)
 : 1%	-6%	2%	0%	-6%	-38%	-2%	3%	-4%	1	-0.7%
- COc1ccc(N2CCN(C(=O)CSc3nnc(Cn4nnc5ccccc54)n3C)CC2)cc1
 : -11%	1%	4%	-3%	-5%	-15%	8%	-23%	-5%	25	-0.3%
